RORgamma inh: qHTS for inhibitors of ROR gamma transcriptional activity. AID 2551, 2010. Potency, µM (top dose mostly 53.6 µM), inactives show at the highest dose activity change, negative = inhibition, hits mostly inhibitors. Drosophila S2 Gal4-RORgamma UAS-luciferase reporter, 20 h. 310,000 tested, 5.4% active. Nuclear receptor ROR-gamma (Mus musculus), P51450; note: % is set by controls: 0 for no effect and ±100 for the full control effect; nearly all actives have a fitted effect of over 60% in size
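Stable Schneider cell line, Gal4 DNA-binding domain fused to ROR gamma, UAS-luciferase. Cmpd 1 hr RT → CuSO4 700 uM final → 20 hr RT → luciferase reagent 10 min → luminescence.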
BRCA1 expr up: qHTS Assay to Identify Small Molecule Activators of BRCA1 Expression; Potency, µM (doses to about 46.1 µM), inactives show at the highest dose activation, actives largely listed as activators; MCF7-BRCA1-FFLuc reporter, luminescence, 48 h; response scale: scaled: vehicle 0%, 10 µM genistein 100%; 380,000 tested, 1.1% active; note: nearly all actives have a fitted effect of over 80% in size; some results filed as inactive show a strong effect at the top dose
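Luminescence from a BRCA1-driven firefly luciferase in MCF7 cells was the read-out, taken 15 min after substrate addition following 48 h compound exposure at 37 °C. Data were normalized to a 10 microM genistein control and DMSO vehicle.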
p53 reactivation: qHTS assay for re-activators of p53 using a Luc reporter | H1299 p53-A138V BP100-luciferase reporter, luminescence, 24 h | Potency, µM (series often up to 92.2 µM), inactives show at the highest dose activity change, positive = activation, hits mostly activators | 320,000 tested, 0.063% active | AID 504706, 2011; note: % of control where 0% means no effect; nearly all actives have a fitted effect of over 45% in size
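p53-null H1299 cells stably carrying temperature-sensitive p53-A138V and a BP100-luciferase reporter were pinned with compounds (4-point, 1:5 series) and held 24 hrs at 37 deg C. Luminescence was read 10 min after detection reagent.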
NPC1 promoter act: qHTS Assay for NPC1 Promoter Activators. Huh7 NPC1 promoter luciferase reporter, 24 h. Potency, µM (highest dose often 9.22 µM), without a hit: at the highest dose activation, usual class: activators. 320,000 tested, 2.4% active. AID 485313, 2010;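 note: % of control where 0% means no effect; nearly all actives have a fitted effect of over 60% in size; reporter is driven by a mutant NPC1 promoter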
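Compounds in DMSO were transferred onto Huh7 NPC1-luciferase reporter cells pre-incubated 2 h; after 24 h at 37 °C, Amplite reagent was dispensed and luminescence recorded 10 min later.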
ELG1 genotox: qHTS screen for small molecules that induce genotoxicity in human embryonic kidney (HEK293T) cells expressing luciferase-tagged ELG1. HEK293T ELG1-luciferase reporter, luminescence, 16 h. Potency, µM (titrated, usually from 46 µM), without a hit: at the highest dose activity change, positive = activation, usual class: activators. 330,000 tested, 1.3% active; note: % of control where 0% means no effect; nearly all actives have a fitted effect of over 60% in size
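Genotoxic stress is detected as increased luminescence from luciferase-tagged ELG1 in HEK293T cells, measured with ONE-Glo after a 16 hr treatment at 37 °C.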
Gal4-VP16 FLuc: VP16 counterscreen qHTS for inhibitors of ROR gamma transcriptional activity; Potency, µM (highest dose often 53.6 µM), without a hit: top-dose activity, negative = inhibition, usual class: inhibitors; AID 2546, 2010; Drosophila S2 Gal4-VP16 UAS-luciferase, luminescence, 20 h; 310,000 tested, 3.5% active;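 note: Gal4-VP16 expression switched on by copper sulfate through the metallothionein promoter; % is set by controls: 0 for no effect and ±100 for the full control effect; nearly all actives have a fitted effect of over 50% in size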
Rab9 promoter act: qHTS Assay for Rab9 Promoter Activators; Potency, µM (highest dose often 9.22 µM), for the others: at the highest dose activation, negative = inhibition, actives largely listed as activators; 320,000 tested, 2.8% active; Huh7 Rab9 promoter-luciferase reporter, luminescence, 24 h; AID 485297, 2010; note: % of control where 0% means no effect; nearly all actives have a fitted effect of over 60% in size
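Huh7 cells stably carrying Rab9 promoter–luciferase reporter, plated 1500 cells/well, compound added after 2 h and incubated 24 h at 37 °C; luciferase luminescence then read after 10 min with detection reagent.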
FLuc modulator: qHTS profiling assay for firefly luciferase inhibitor/activator using purifed enzyme and Km concentrations of substrates (counterscreen for miR-21 project) | purified FLuc, Km substrates, luminescence inhibition | 360,000 tested, 6.9% active | Potency, µM (highest dose often 57.5 µM), for the others: at the top dose activity change, negative = inhibition, most hits filed as inhibitors | AID 588342, 2011 | Luciferin 4-monooxygenase (Photinus pyralis), P08659;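 note: plate controls were vehicle for no effect and reference inhibitor for full effect; nearly all actives have a fitted effect of over 55% in size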
Target sequence (P08659 whole entry, looked up): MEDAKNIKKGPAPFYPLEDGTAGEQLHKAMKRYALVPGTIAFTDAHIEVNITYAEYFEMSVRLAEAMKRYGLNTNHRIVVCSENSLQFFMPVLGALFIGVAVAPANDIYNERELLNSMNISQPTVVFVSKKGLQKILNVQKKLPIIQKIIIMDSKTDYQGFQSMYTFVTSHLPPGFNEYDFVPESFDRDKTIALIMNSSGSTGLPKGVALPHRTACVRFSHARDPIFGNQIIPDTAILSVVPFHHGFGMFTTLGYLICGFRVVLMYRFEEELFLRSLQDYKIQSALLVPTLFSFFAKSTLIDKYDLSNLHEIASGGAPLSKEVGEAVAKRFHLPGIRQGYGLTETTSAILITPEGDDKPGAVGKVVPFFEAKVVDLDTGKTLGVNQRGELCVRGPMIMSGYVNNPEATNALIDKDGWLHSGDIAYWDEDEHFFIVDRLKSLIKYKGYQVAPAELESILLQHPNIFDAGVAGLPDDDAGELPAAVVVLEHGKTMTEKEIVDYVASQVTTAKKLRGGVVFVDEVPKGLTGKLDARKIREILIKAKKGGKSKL
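Purified P. pyralis luciferase (10nM final) with 10uM D-luciferin and 10uM ATP (Km levels) in 50mM Tris acetate pH 7.5, 10mM Mg acetate, 0.01% Tween-20, 0.05% BSA; qHTS 6-point titration, ~60 µM downward; luminescence read.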
MBNL1 CUG block: qHTS Assay for Inhibitors of MBNL1-poly(CUG) RNA binding. Muscleblind-like protein 1 (Homo sapiens), Q9NR56. TR-FRET MBNL1-His/biotin-(CUG)12 binding, 665/545 ratio. Potency, µM (highest dose often 57.5 µM), inactives show at the top dose activity change, negative = inhibition, most hits filed as inhibitors. 280,000 tested, 0.036% active; active = well fitted inhibition curve with a large enough effect in the signal ratio, with a control signal flat, not every such curve was filed as active; inconclusive = small, poorly fitted or top-dose-only effect, or effect the other way, or a change in a side signal; inactive = no such curve, though single readings can be large or run the other way; the % refers to the signal ratio; note: % is set by controls: 0 for no effect and ±100 for the full control effect
Target sequence (Q9NR56 whole entry, looked up): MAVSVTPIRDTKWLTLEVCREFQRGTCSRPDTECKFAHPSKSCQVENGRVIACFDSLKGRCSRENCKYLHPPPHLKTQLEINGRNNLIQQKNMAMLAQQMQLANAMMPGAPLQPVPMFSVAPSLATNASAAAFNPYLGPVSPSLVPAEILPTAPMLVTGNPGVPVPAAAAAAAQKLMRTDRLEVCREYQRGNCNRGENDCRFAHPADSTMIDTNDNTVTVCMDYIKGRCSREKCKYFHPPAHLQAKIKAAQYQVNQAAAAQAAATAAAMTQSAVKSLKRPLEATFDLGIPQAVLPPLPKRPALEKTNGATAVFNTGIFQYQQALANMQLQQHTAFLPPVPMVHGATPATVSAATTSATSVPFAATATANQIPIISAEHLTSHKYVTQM
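His-tagged MBNL1 binding to biotinylated (CUG)12 RNA was measured by TR-FRET using terbium anti-His antibody (0.055 ng/ul final) and streptavidin-XL665 (5 nM final). Compounds were titrated 92 nM to 58 uM; 60 min at room temperature.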
uPA generation: qHTS for Inhibitors of Cell Surface uPA Generation; cell surface uPA generation assay, qHTS; Potency, µM (top dose mostly 38.3 µM), without a hit: at the top dose activity change, negative = inhibition, most hits filed as inhibitors; 330,000 tested, 0.31% active; active = well fitted inhibition curve with a large enough effect; inconclusive = small, poorly fitted or top-dose-only effect; inactive = no such curve, though single readings can be large or run the other way; tested in mouse RAW 264.7 cells; note: % is set by controls: 0 for no effect and ±100 for the full control effect; nearly all actives have a fitted effect of over 55% in size
* marks the source's active call; other numbers are inactive results; ? = inconclusive; · = not tested or not shown; & = joins results of further samples; [ ] = remark or other dose. Unless noted, calls come from the whole dose curve; as a rule, active = well fitted curve in the direction sought with a large enough effect; inconclusive = small, poorly fitted or top-dose-only effect, or another doubt; inactive = no such curve, though single readings can be large; an effect the other way counts as inactive or inconclusive. Potency is the fitted concentration of half-maximal effect.

Values in the order: RORgamma inh	BRCA1 expr up	p53 reactivation	NPC1 promoter act	ELG1 genotox	Gal4-VP16 FLuc	Rab9 promoter act	FLuc modulator	MBNL1 CUG block	uPA generation
- CC(=O)c1sc(NC(=O)c2cc(=O)c3ccccc3o2)nc1C
→ -13%	13%	19%	2.5µM*	?	14%	3.2µM*	7.6µM*	?	?
- Cn1c(=O)n(CC(=O)Nc2ccccc2)c2ccccc21
→ -3%	0%	-4%	-1%	0%	-4%	2%	1%	-8%	1%
- Cc1ccc(C(=O)NCC(=O)NC2CC2)cc1
→ ·	26%	5%	·	4%	·	·	·	·	?
- Cc1c(CCO)c(=O)n(-c2ccccc2)n1S(=O)(=O)c1c(Cl)cc(Cl)cc1Cl
→ 35%	-18%	-2%	0%	-5%	-4%	-7%	-9%	0%	1%
- CC1CCN(CCCNS(=O)(=O)c2ccc3c(c2)CCN3C(=O)C2CC2)CC1
→ -2%	11%	2%	-7%	3%	4%	-3%	1%	1%	-1%
- O=C(CCNC(=O)c1ccco1)Nc1cccc(C(F)(F)F)c1
→ 15%	21%	2%	1%	0%	6%	2%	0%	-5%	-1%
- COc1ccc(-c2[nH]ncc2-c2nc(C)cs2)c(O)c1
→ ?	-36%	10%	0%	5%	-3%	0%	-3%	-3%	-1%
- CN(C)c1ccc(C(=O)Nc2ccc(O)c3c(=O)cc(-c4ccccc4Cl)oc23)cc1
→ 9%&-3%	-1%	1%	-3%	-5%	6%&-1%	-1%	0%	8%	11%
- O=C(CC(CC(=O)c1ccc(Br)cc1)c1cccnc1)c1ccc(Br)cc1
→ ?	-9%	7%	-6%	-8%	-11%	-20%	-1%	-1%	-1%
- O=C(N[C@H]1C/C=C\C(c2cccc(F)c2)N(Cc2ccccc2)C(=O)C1)OCC1c2ccccc2-c2ccccc21 (stereo not given in full)
→ ·	13%	7%	·	-4%	·	·	·	·	-16%
- N#CC(Cc1ccccc1)(Cc1ccccc1)C(=O)NN
→ 1%	-26%	?	1%	-2%	-7%	10%	0%	-3%	5%
- O=c1[nH]nc(Cc2ccc(-c3ccc(Cl)cc3)o2)c2ccccc12
→ ?	-23%	-8%	-1%	0%	?	-2%	5%	52%[activator]	-2%
- COc1ccc(/C=C/C(=O)Nn2cnnc2)cc1
→ ?	2%	?	-4%	2%	-28%	-7%	15µM*	-10%	-4%
- CCOc1cc(C2C(C#N)=C(N)Oc3n[nH]c(CC)c32)ccc1OCCN1CCOCC1 (stereo not given)
→ -37%	-8%	-1%	0%	2%	-1%	7%	0%	6%	2%
- CC1CN(C2=NC(=O)/C(=C/c3ccncc3)S2)CC(C)O1 (stereo not given)
→ -3%	-9%	3%	1%	-2%	0%	8%	-2%	3%	3%
- CCC1CCCCN1C(=O)CCS(=O)(=O)c1ccccc1 (stereo not given)
→ 9%	84%	22%	?	?	21%	?	?	-2%	-2%
- CCOC(=O)C1CCN(S(=O)(=O)c2c(C)n(C)c(=O)n(C)c2=O)CC1
→ -19%	-2%	5%	-1%	6%	-1%	-4%	6%	2%	17%
- Cc1nc(CNS(=O)(=O)c2cccnc2)cs1
→ -1%[0.365 µM]	-1%	5%	2%	-3%	·	0%	0%	2%	6%
- CCn1c(CNC(=O)c2ccc(OC)c(OC)c2)nnc1SCC(=O)c1ccc(OC)cc1
→ -6%	-4%	-1%	0%	-4%	-2%	-2%	?	2%	2%
- COc1cc2c(cc1OC)C(c1ccccc1)N(C(=O)c1ccccc1F)CC2 (stereo not given)
→ 9%	-31%	-2%	-3%	1%	3%	-2%	-1%	-3%	-12%
- COc1ccccc1CCNC(=O)c1ccccc1SCC(=O)N1CCCC1
→ ·	-28%	0%	0%	1%	·	-4%	-1%	·	14%
- C/C(=N\NC(=O)c1ccc(N/N=C(\C)c2ccncc2)cc1)c1ccncc1
→ -22%	41%	-5%	-28%	-13%	5%	2%	?	·	0%
- O=C(COC(=O)C1(c2ccc(F)cc2)CCCC1)N1CCNC1=O
→ ·	-8%	0%	0%	2%	·	-4%	2%	·	12%
- COc1ccc(-c2nc(-c3cccs3)no2)cc1
→ ?	36%	-7%	0.32µM*	?	?	0.1µM*	0.085µM*	-5%	-11%
- CC1CCN(C(=O)Cn2cc3c(n2)CCCC3)CC1
→ 5%	60%	13%	3%	?	9%	-5%	4%	?	9%
- C/C(=N\NC(=O)c1nnn(-c2nonc2N)c1-c1ccc2c(c1)OCO2)c1cccs1
→ -12%	0%	4%	-5%	3%	-8%	-7%	-1%	3%	1%
- COc1ccc(S(=O)(=O)NCC(c2cccnc2)N2CCN(c3ccc(F)cc3)CC2)cc1C (stereo not given)
→ ?	-56%	-6%	1%	-5%	-11%	0%	-3%	?	4%
- Cc1cc(NC(=O)c2ccoc2C)no1
→ 5%	47%	6%	11%	12%	?	1%	-18%	-11%	3%
- C=CCNC(=S)Nc1cc(C)ccn1
→ 1µM*	12%	13%	-4%	-1%	4µM*	-5%	-1%	-3%	1%
- O=C(NC(=S)N1CCCC1)c1cccc([N+](=O)[O-])c1
→ 2µM*	16%	?	0%	0%	0.71µM*	-1%	7%	?	-4%

Continuation.
Values in the order: RORgamma inh	BRCA1 expr up	p53 reactivation	NPC1 promoter act	ELG1 genotox	Gal4-VP16 FLuc	Rab9 promoter act	FLuc modulator	MBNL1 CUG block	uPA generation
- CC(=O)c1ccc(NS(=O)(=O)c2ccc3c(c2)CCC(=O)N3)cc1
→ ·	7%	?	0%	-4%	·	1%	7%	·	11%
- Cc1ccc(S(=O)(=O)N(C)C)cc1NC(=O)COC(=O)c1c(C)noc1C
→ 32%	-6%	-2%	-3%	1%	9%	-3%	3%	·	-5%
- Cc1c(Br)c([N+](=O)[O-])nn1CC(=O)NCC1CCCO1 (stereo not given)
→ -2%	1%	8%	-3%	1%	3%	-3%	0%	9%	3%
- CNC(=O)c1[nH]nc2c1CCc1cc(OC)ccc1-2
→ 4%	?	16%	?	?	6%	5µM*	17µM*	-5%	-9%
- CC1CCCCC1NC(=O)c1cccc(S(=O)(=O)N2CCN(C)CC2)c1 (stereo not given)
→ ·	27%	-6%	0%	0%	·	-2%	-1%	·	-2%
- CC12CN3CCN(CC(C3)C1(O)CN1CCCCC1)C2 (stereo not given)
→ 6%	-13%	·	·	·	-3%	·	2%	-9%	14%
- Cc1cc2ccccc2cc(C)c1=O
→ -19%	6%	-1%	-11%	3%	-9%	4%	-11%	-2%	-5%
- CC(OC(=O)c1ccc2ncsc2c1)C(=O)NCc1ccccc1 (stereo not given)
→ ?	·	19%	-3%	4%	3%	-3%	1%	-9%	·
- COc1ccc(CNc2nc3ccc(C)cc3s2)c(OC)c1OC
→ ?	2%	0%	1%	4%	?	0%	?	-6%	-23%
- CCS(=O)(=O)N1CCN(S(=O)(=O)c2ccccc2)CC1
→ -14%	-1%	-9%	-2%	1%	-23%	-2%	4%	-7%	1%
- Cc1cc(C)n(CCCNC(=O)c2ccco2)n1
→ ·	3%	16%	0%	2%	·	-1%	0%	·	3%
- CC(C)(C)Nc1nc(SCC(=O)Nc2ccccc2Cl)nc(N2CCOCC2)n1
→ -33%	-48%	-2%	2%	-3%	-1%	12%	2%	-1%	8%
- Cc1ccc(NC(=O)OCc2cn(-c3ccc(Cl)cc3)nn2)cc1
→ 8%	-12%	-18%	-4%	-1%	2%	-2%	1%	7%	-5%
- CSCC[C@H](NC(=O)NC1CCCC1)C(=O)O
→ 11%	3%	0%	-1%	1%	1%	-7%	-4%	-9%	7%
- COc1ccc(N(CC(=O)NCc2ccco2)S(C)(=O)=O)cc1OC
→ 3%	-4%	0%	0%	1%	6%	-2%	1%	-2%	·
- CCn1c(SCC(=O)Nc2ncc(C(F)(F)F)cc2Cl)nnc1-c1ccccc1
→ 28%	-23%	13%	-1%	4%	?	-8%	0%	-8%	-1%
- CC(C)CNC(=S)N(CCCN(C)C)Cc1cc2cc3c(cc2[nH]c1=O)OCCO3
→ -1%	-14%	·	-3%	4%	-6%	11%	2%	8%	-3%
- COC(=O)c1cc(-c2ccc(Br)cc2)c2c(=O)n(C)c(=O)n(C)c2n1
→ -31%	-4%	·	-1%	0%	-13%	6%	1%	2%	5%
- O=C(COC(=O)/C=C/c1ccc(S(=O)(=O)N2CCCCCC2)cc1)NCc1ccccc1Cl
→ -7%	-2%	-1%	-3%	1%	?	-7%	2%	-4%	-9%
- Cc1ccc(NC(=O)c2ccc(F)cc2)cc1S(=O)(=O)N1CCCCCC1
→ 1%	-47%	-3%	3%	-10%	0%	-10%	?	-3%	-1%
- CCOc1ncccc1C(=O)NCc1cccc(OC)c1
→ -13%	-26%	25%	-1%	3%	0%	-4%	1%	·	-4%
- O=[N+]([O-])c1ccc(NC(=S)NCCc2ccc(F)cc2)cc1
→ ?	-80%	?	1%	7%	?	1%	-15%	10%	-9%
